Assay outcomes as filed in PubChem.
MT stabilizer: microtubule stabilizers in HeLa cells; % tubulin-high responders, % at 10 µM; actives 0.83% (n = 200,000); HeLa tubulin immunostaining HCS, 24 h; share of cells brighter than vehicle mean+2SD; AID 2205;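 active = plate Z-score above 3 for both tubulin-high and condensed-nucleus cell shares, with cell loss under 80%, at 10 µM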;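 also: anti alpha tubulin signal scored within the nucleus-defined area of each cell; some results filed as inactive read as strong as hits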
T cell modulator: T cell immune modulation candidate; calls only at 7 µM; 2C CD8+ T cell-vesicle binding, flow cytometry; hits give low values; actives 0.068% (n = 330,000);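 active = response, share of CD8 T cells binding vesicles, and their 90th percentile fluorescence all below set limits, cut at about 80% in these data, passing the limit was not always enough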
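Material: 2C TCR transgenic mouse naive CD8+ T cells, MACS-purified. Also added: QL9-charged Drosophila Ld/ICAM-1/B7-1 vesicles. Timing: binding 1.5 h at 37 °C. Measured by: high-throughput flow cytometry with anti-B7-1 and anti-CD8 staining. Read-out: percent CD8+ FL2 mean versus row control. Controls: Unloaded micro-vesicles (low), QL9 vesicles with 0.7% DMSO (high).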
TNAP activation fold: stimulation of alkaline phosphatase TNAP activity – biochemical, luminescent, no phosphate acceptor, uHTS, primary screen (AID 1001). purified TNAP, luminescent activation assay, no phosphate acceptor; higher activation fold means a stronger effect. one-dose activation fold at 20 µM; EC50 in µM for titrated hits. actives 0.03% (n = 200,000); in the data active = activation fold from about 3, or a potency from the dose series; inactive = the rest, 99 in 100 with activation fold below about 1.6; also: many of its hits are not listed in these tables
Autophagy HCS: autophagy modulation, high-content screen. actives 0.98% (n = 190,000). calls only at 10 µM (by protocol). MEF GFP-LC3 puncta imaging; test concentration mostly 10 µM;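 active = percentage of spot-positive cells more than 3 SD above its plate mean, without a fluorescence outlier flag or 80% toxicity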;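 also: spot-positive cell cutoff set from DMSO-treated cells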
PMI inhibitors: MPI enzyme activity inhibition – biochemical, fluorescence intensity, coupled assay, primary screen (AID 1209); purified PMI enzyme, coupled fluorescence intensity; higher % means a stronger effect; one-dose inhibition, % at 20 µM; IC50 in µM for titrated hits; actives 0.42% (n = 190,000);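 also: plate controls were DMSO vehicle for no effect and wells lacking substrate for full effect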
Ins promoter up: MIN6 insulin promoter up-regulation; MIN6 insulin promoter-GFP reporter, high-content imaging; hits give high values; z-score at 5 µM; actives 0.3% (n = 190,000); AID 1625;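 active = z-score above 3 at 5 µM with at least 500 cells counted in the well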
Hep lipid drop: modulators of hepatic lipid droplet formation; inhibition, % at 6.5 µM; AML12 mouse hepatocytes, oleate lipid droplets, BODIPY imaging; actives 0.4% (n = 240,000); AID 1656;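 active = lipid droplet intensity inhibited by at least 50%, with more than 500 cells counted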
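Material: mouse AML12 hepatocyte cell line, fixed after treatment; Timing: compound with oleate, overnight; Technique: high-content imaging of BODIPY-stained droplets and DAPI nuclei; Probe or stimulus: oleate, 100 µM final; Dosing: compound at 6.5 µM only.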
PMI inhibition: MPI inhibition at elevated mannose 6-phosphate – biochemical, fluorescence intensity, high mannose 6-phosphate, primary screen (AID 1220); recombinant PMI enzyme, coupled fluorescence intensity; higher % means a stronger effect; inhibition, % at 20 µM, or IC50 in µM where a hit was titrated; actives 0.66% (n = 190,000)
b-catenin transl: alters nuclear translocation of beta-catenin in HeLa cells; immunofluorescence imaging; nuclear translocation activity, % at 5 µM; AID 1665; actives 0.3% (n = 190,000);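 active = nuclear translocation activity above 50% at 5 µM, with a well cell count of 50 or more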;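 also: per-cell ratio of nuclear to cytoplasmic median beta-catenin stain intensity; plate controls were DMSO negative control for no effect and GSK-3 inhibitor IX positive control for full effect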
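test system = HeLa cells, endogenous beta-catenin | dosing = single 5 µM dose plus 0.02–20 µM confirmation series | times = compound treatment 24 h, 37°C, 5% CO2 | technique = beta-catenin immunofluorescence imaging with DAPI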
Ins promoter up cell count: second read-out of Ins promoter up, no call of its own (marks repeat the call); cell count; measured here: cytotoxicity, nuclei count;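 total cells summed across four imaged fields per well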
Hep lipid drop cells 6.5 µM: second read-out of Hep lipid drop, no call of its own (marks repeat the call); cell count; measured here: cell count, cytotoxicity flag;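 cells counted across two imaged fields per well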
b-catenin transl cell count 5 µM: second read-out of b-catenin transl, no call of its own (marks repeat the call); cell count; measured here: cell count, cytotoxicity flag
T cell modulator vesicle-bound %: further read-out of T cell modulator, marked with its call; double positive events, %; measured here: CD8+ vesicle-bound cell fraction;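 binding gate set so that unloaded-vesicle control wells show 10% double positive cells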
MT stabilizer Hoechst-high %: further read-out of MT stabilizer, marked with its call; % Hoechst-high responders; measured here: nuclear condensation Hoechst responders;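 share of cells brighter than vehicle mean plus two SD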
MT stabilizer cytotoxicity %: recorded beside MT stabilizer, whose call it bears; toxicity, %; measured here: cytotoxicity by cell density;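 0% = mean cell density of plate MIN control wells and 100% = no cells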
Autophagy HCS cell loss 18 h: second read-out of Autophagy HCS, no call of its own (marks repeat the call); toxicity, %; measured here: cell loss, nuclei count;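 cell loss after 18 h compound exposure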
Starred values were filed as active, the others as inactive; i = inactive; · = no result given; + = active, no number. Rule as the data show it, unless noted: active = inhibition above about 50%; inactive = the rest.

SMILES	MT stabilizer	MT stabilizer Hoechst-high %	MT stabilizer cytotoxicity %	T cell modulator	T cell modulator vesicle-bound %	TNAP activation fold	Autophagy HCS	Autophagy HCS cell loss 18 h	PMI inhibitors	Ins promoter up	Ins promoter up cell count	Hep lipid drop	Hep lipid drop cells 6.5 µM	PMI inhibition	b-catenin transl	b-catenin transl cell count 5 µM
Cc1cc(S(=O)(=O)NCc2ccc(S(N)(=O)=O)cc2)c(C)s1	5.5	3.8	5.6	i	38.3	1	i	9.0	0.1%	0.54	1588	·	·	4.7%	1.4	1407
CCN(CC)CCNc1nc(-n2nc(C)cc2C)nc2sc3c(c12)CC(C)(C)OC3	·	·	·	i	14.5	·	·	·	·	-0.9	636	25.3	721	·	-0.4	1325
Cc1ccc(NC(=O)c2cc(NC(=O)c3ccccc3C(=O)O)ccc2N2CCCCC2)cc1	1.0	1.8	5.2	i	57.0	1.1	i	15.9	0.6%	0.13	1498	-5.1	702	5.7%	0.4	1209
COc1ccc2c(C#N)c3ccccn3c2c1	2.7	3.2	5.6	i	4.5	1.7	i	3.0	39.7%	-0.32	1667	9.0	675	·	-2.3	1055
Cc1c(C(=O)c2ccccc2)c(=O)n(C)c(=O)n1C	2.2	1.4	4.7	i	31.4	1.2	i	20.4	-8.3%	-0.01	1301	16.1	679	-7.8%	0.1	1112
O=[N+]([O-])c1c(NCCO)cc(N2CCN(Cc3ccc4c(c3)OCO4)CC2)c2nonc12	4.7	2.1	5.5	i	46.5	1.1	i	8.5	55.4%*	-0.4	1220	-10.7	651	49.1%	-2.9	1047
CCn1c(-c2ccccc2)csc1=Nc1ccc(O)cc1	3.0	3.2	5.1	i	57.5	1	i	23.0	-14.6%	0.14	1376	22.2	661	2.1%	-1.4	1102
CC1(C)N=C(c2ccc(Cl)cc2)C(=O)N1	6.2	2.7	4.2	i	27.2	1.2	i	-7.2	9.2%	0.43	1545	·	·	-3.2%	-2.7	927
CCCNC(=O)c1ccc(Cn2c(=S)[nH]c3c([nH]c4ccc(OC)cc43)c2=O)cc1	6.5	2.2	3.4	i	46.5	1.1	i	20.3	-1.9%	-0.42	1409	-0.9	549	-6.7%	6.3	1016
Cc1nn(CC(=O)NCc2cccnc2)c(=O)c2ccccc12	3.4	1.6	7.5	i	32.5	1.1	i	14.6	1.7%	-1.04	782	2.3	751	-1.5%	2.2	1066
O=C(O)CCC(=O)N1N=C(c2cccs2)CC1c1cn(-c2ccccc2)nc1-c1ccccc1 (stereo not given)	4.8	3.5	7.8	i	15.0	1	i	-27.4	13.8%	-0.04	882	-14.0	747	-0.7%	-4.5	1156
COc1cc(S(=O)(=O)N2CCN(c3ccccc3F)CC2)ccc1Cl	4.5	1.5	6.8	i	23.9	1.1	i	-2.6	20.5%	-0.91	1310	2.5	722	14.6%	-1.5	1122
CCSc1nc(N)nc(-c2cccs2)c1C#N	1.9	1.7	0.8	i	11.9	1	i	0.8	7.8%	-0.03	1731	22.7	708	8.5%	-2.0	1028
Fc1cccc(Cc2noc(CN3CCCN(C4Cc5ccccc5C4)CC3)n2)c1	0.8	1.5	9.2	i	34.5	1	i	21.8	·	-0.41	1502	-17.4	623	·	0.9	1540
COCCn1c(SCCOc2ccccc2)nc2ccccc2c1=O	3.4	1.7	4.4	i	49.2	1	i	-4.5	14.2%	-1.01	1441	-18.2	709	8.4%	0.1	1548
COc1cc(-c2nc(S(=O)(=O)c3ccccc3)c(N3CCOCC3)o2)cc(OC)c1OC	2.6	2.0	7.6	i	31.0	1.1	i	-8.3	2.9%	-1.05	1376	-0.2	722	1.3%	·	·
CC(=O)c1c(C)[nH]c(C(=O)CSc2nnc(-c3ccccc3)o2)c1C	1.1	1.4	7.7	i	29.0	1.1	i	3.2	-3.2%	-1.38	556	·	·	-4.4%	-2.4	1452
CN(C)S(=O)(=O)c1ccc(C(=O)Nc2nnc(-c3ccc4c(c3)CCCC4)o2)cc1	3.0	3.5	0.7	i	8.4	1.2	i	6.0	-11.4%	-0.89	1435	-2.6	557	-18.6%	6.2	993
O=S(=O)(NCc1cc(-c2ccccc2)no1)c1ccccc1Cl	2.6	2.7	5.8	i	17.3	1.1	i	6.0	-7.8%	0.03	1066	5.1	701	-1.0%	1.2	1032
NC(=O)C(c1ccccc1)C1CCCCC1 (stereo not given)	1.2	1.3	6.9	i	24.6	1.1	i	31.8	9.3%	0.35	776	-12.6	739	4.0%	2.6	1103
Cc1cccc(OCCNc2cc(N3CCN(CCO)CC3)ccc2[N+](=O)[O-])c1	4.0	1.8	3.9	i	40.0	0.9	i	34.3	4.6%	-0.54	1414	12.5	707	11.3%	2.7	1173
CC1S/C(=C(\C#N)C(=O)NCc2ccco2)N(c2ccc(F)cc2)C1=O (stereo not given)	2.0	1.4	3.4	i	26.1	1.1	i	0.5	-4.9%	-0.48	1216	·	·	0.0%	-5.3	975
COc1ccccc1NCC(=O)NNCC(=O)Nc1ccc(F)c(Cl)c1	5.1	3.4	8.8	i	60.2	1	i	9.4	10.5%	-0.25	1454	-3.5	674	7.0%	-0.5	1085
CNC(=O)C(=O)Nc1nc(C23CC4CC(CC(C4)C2)C3)cs1	2.0	2.0	8.9	i	54.9	1.2	i	6.0	5.7%	-0.96	1492	-7.6	663	-2.0%	-0.1	905
Nc1nnc(SCC(=O)NC2CCCCC2)s1	2.5	2.1	6.3	i	41.6	1.1	i	-1.9	-10.9%	1.28	1161	2.3	695	-15.1%	0.1	1183

The results go on.
SMILES	MT stabilizer	MT stabilizer Hoechst-high %	MT stabilizer cytotoxicity %	T cell modulator	T cell modulator vesicle-bound %	TNAP activation fold	Autophagy HCS	Autophagy HCS cell loss 18 h	PMI inhibitors	Ins promoter up	Ins promoter up cell count	Hep lipid drop	Hep lipid drop cells 6.5 µM	PMI inhibition	b-catenin transl	b-catenin transl cell count 5 µM
COc1ccccc1CNc1cc(C)ccc1C	1.4	1.7	5.0	i	47.4	1.1	i	-2.0	17.9%	0.29	940	-0.1	764	12.9%	-3.4	1208
COCCNC(=O)c1cccc(NS(=O)(=O)c2cccc3cccnc23)c1	1.2	3.2	10.0	i	30.5	1.1	i	2.2	-1.3%	0.39	1153	-2.2	715	3.8%	-0.5	490
COc1cc(/C(C)=N\NC(N)=S)cc(OC)c1OC	4.1	4.8	7.7	i	10.1	1.1	i	13.0	-3.3%	0.15	1182	-1.0	734	0.9%	0.1	561
COc1ccccc1N(CC(=O)NCCSC(C)(C)C)S(C)(=O)=O	2.5	2.1	12.0	i	7.5	1.1	i	-13.7	1.1%	0.63	1089	·	·	0.5%	0.5	1246
CCOC(=O)c1sc(=NC(=O)c2ccc(Cl)s2)n(C)c1C	5.1	2.5	6.0	i	37.2	1.1	i	14.6	-4.6%	-0.23	1609	1.7	714	1.2%	-5.8	1012
CSc1cccc(NC(=O)CN(C)S(=O)(=O)c2ccccc2)c1	1.9	1.0	4.5	i	22.7	1.1	i	0.4	14.7%	-1.09	1338	3.8	732	4.0%	-0.8	1048
CCc1ccccc1NC(=S)N(CCN1CCOCC1)C1CCN(C(C)=O)CC1	3.6	2.0	5.4	i	54.7	1	i	14.0	1.2%	-0.06	1299	-18.6	674	3.4%	-3.3	1068
COc1ccc(C(=O)n2cnnc2N)cc1	2.1	2.7	4.7	i	45.5	1.1	i	-4.1	1.1%	0.51	1417	·	·	-3.8%	3.9	1343
CCCCN(C(=O)CSc1nnc(Nc2ccccc2)s1)c1c(N)n(CCC)c(=O)[nH]c1=O	2.0	0.7	1.0	i	18.3	1.1	i	-1.0	11.9%	0.13	1112	0.8	723	7.0%	-1.1	956
COc1ccc(Cc2nnc(NC(=O)c3c(-c4ccccc4)noc3C)s2)cc1OC	4.1	2.5	8.5	i	31.2	1.1	i	-6.6	9.4%	·	·	-12.6	637	10.4%	-1.7	1140
COc1ccc2occ(NC(C)=O)c2c1	2.1	1.9	2.6	i	35.8	1.1	i	0.5	2.9%	-0.06	1506	·	·	6.0%	-0.7	1374
Cc1ccc(S(=O)(=O)NCCC(=O)NC2CCCC2)cc1	2.7	3.2	8.5	i	28.0	1.1	+	4.0*	-8.1%	0.18	1456	·	·	-3.4%	-1.4	1391
COc1ccc(-n2c(SCC(=O)/C(C#N)=C(\C)N)nc3ccccc3c2=O)cc1OC	·	·	·	i	56.1	·	·	·	·	0.29	1340	-10.5	683	·	-1.2	1194
Cn1ncc2c(O/N=C(\N)c3ccc(C(F)(F)F)cc3)ncnc21	·	·	·	i	17.6	·	·	·	·	-0.49	1104	0.9	704	·	2.9	1264
O=C(c1ccco1)N1N=C(c2cccs2)CC1c1ccco1 (stereo not given)	3.8	0.8	1.8	i	51.9	1	i	29.3	-6.4%	-0.82	1693	4.2	687	-6.2%	0.2	1525
CCN1CCN(c2nc(C)nc3c2sc(=S)n3C)CC1	6.2	2.0	4.5	·	·	1.1	·	·	29.7%	·	·	12.0	635	8.6%	-1.1	1122
CC(C)C1O/C(=N/C(=O)Nc2ccc(Cl)c(Cl)c2)NC1=O (stereo not given)	7.0	1.8	7.1	i	28.7	1.1	i	-1.6	16.4%	0.55	1260	·	·	12.1%	5.0	1437
O=C(COC(=O)C1CCCO1)Nc1cccc(C(F)(F)F)c1 (stereo not given)	1.3	1.4	1.2	i	55.5	1.1	i	2.0	7.9%	0.32	1257	1.6	711	3.5%	0.5	1171
CC(=O)NCCc1ccc(S(=O)(=O)N(C)C2CCS(=O)(=O)C2)cc1 (stereo not given)	2.5	2.8	7.3	·	·	1.1	i	-0.3	11.3%	0.78	1360	16.8	762	5.0%	0.5	995

Three entries from above, sorted by their value in TNAP activation fold, smallest number first:
| molecule | TNAP activation fold |
| --- | --- |
| CCn1c(-c2ccccc2)csc1=Nc1ccc(O)cc1 | 1 |
| O=C(COC(=O)C1CCCO1)Nc1cccc(C(F)(F)F)c1 (stereo not given) | 1.1 |
| CN(C)S(=O)(=O)c1ccc(C(=O)Nc2nnc(-c3ccc4c(c3)CCCC4)o2)cc1 | 1.2 |
